Tb hexokinase = Trypanosoma brucei hexokinase 1 inhibitors, primary screen, biochemical, G6PDH-coupled NADH absorbance, MLSCN library; hexokinase 1 [Trypanosoma brucei]; recombinant TbHK1, G6PDH-coupled NADH A340; inhibition, % at 10 µM; 0.11% of 220,000 active;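 active = inhibition of 50% or more in the single-dose primary screen; inactive = inhibition below 50%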
zVAD death inh = inhibitors of zVAD-triggered necroptosis, primary screen, L929 cells; L929 zVAD necroptosis rescue, ATP luminescence, 24 h; with zVAD 60 µM; viability rescue, % at 10 µM; 0.38% of 220,000 active; AID 1377, 2008;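 active = activation, scaled between plate controls, above about 75%, limit read from the data; inactive = activation under that limit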;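 note: 0% = zVAD with DMSO and 100% = DMSO alone without zVAD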
EBV gp42 inh = Epstein-Barr virus gp42 inhibitors, primary screen, biochemical, uHTS, fluorescence polarization; Fluorescence polarization binding assay, mP read-out; inhibition, % (tested at 21.74 µM); 0.42% of 220,000 active; in the data active = inhibition above about 50%
Runt-CBFb FRET = inhibitors of RUNX1 Runt–CBFb binding, primary screen, biochemical, FRET, Cerulean-Runt, Venus-CBFb, uHTS; AID 1496, 2009; Runt-related transcription factor 1 (Homo sapiens) + Core-binding factor subunit beta …; 0.46% of 220,000 active; Cerulean-Runt/Venus-CBFb FRET ratio 530/480, 1 h; inhibition, % at 20 µM;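 active = inhibition over about 50% at 20 µM in the single-dose screen, limit read from the data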;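 note: 0% = DMSO wells and 100% = excess unlabeled CBFb competitor control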
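Schedule: protein complex preformed 1 h, compound exposure 1 h, room temperature, dark; test system: Cerulean-labeled Runt domain protein; amount: 100 nM per protein; buffer or medium: Tris 50 mM pH 7.5, KCl, K2SO4, 0.01% BSA; read-out: loss of energy transfer signal; detection: FRET fluorescence; controls: 5 µM unlabeled CBFb as full-inhibition high control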
Hck-Nef inh = inhibitors of Nef-activated human Hck kinase, primary screen, biochemical, Z-Lyte FRET, 384-well, Hck-YEEI | Recombinant Hck-YEEI plus Nef, Z-Lyte FRET kinase assay | inhibition, % at 20 µM | 0.68% of 220,000 active;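 active = Hck-Nef kinase inhibition above about 50%, limit read from the data; inactive = inhibition below that limit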;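 note: 0% = DMSO with Hck plus Nef and 100% = Hck alone without Nef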
Target sequence (P08631 whole entry, looked up): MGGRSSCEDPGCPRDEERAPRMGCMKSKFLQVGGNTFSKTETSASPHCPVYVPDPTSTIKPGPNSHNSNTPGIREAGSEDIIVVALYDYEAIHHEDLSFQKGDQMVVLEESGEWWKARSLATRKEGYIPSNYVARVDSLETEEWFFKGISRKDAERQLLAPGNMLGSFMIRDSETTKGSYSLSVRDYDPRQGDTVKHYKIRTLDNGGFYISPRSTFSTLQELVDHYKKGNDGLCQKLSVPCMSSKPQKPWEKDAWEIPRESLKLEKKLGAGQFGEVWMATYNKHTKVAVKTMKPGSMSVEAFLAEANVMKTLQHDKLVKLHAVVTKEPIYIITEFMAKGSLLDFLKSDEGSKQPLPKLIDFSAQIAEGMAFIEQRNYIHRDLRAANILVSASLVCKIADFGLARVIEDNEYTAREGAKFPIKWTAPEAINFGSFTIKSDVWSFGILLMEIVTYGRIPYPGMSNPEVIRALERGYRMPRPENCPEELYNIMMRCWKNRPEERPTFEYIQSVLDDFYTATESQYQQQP
MDM2 E3 inh = MDM2-luciferase reporter signal enhancers, primary screen, MDM2 E3 ligase inhibitor project, cell-based, luminescence, 1536-well; E3 ubiquitin-protein ligase Mdm2 (Homo sapiens), Q00987; cell-based MDM2 ubiquitination luciferase reporter, 2 h; 0 = plate control, 100 = twice control, blank-subtracted; signal enhancement, % at 5 µM; 0.11% of 210,000 active; AID 1230, 2008;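 active = signal enhancement of 30% or more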;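 note: luminescence tracks abundance of the self-degrading MDM2-luciferase fusion protein; higher signal means inhibition of MDM2 E3 ligase activity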
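Test system: mammalian cells stably expressing self-ubiquitinating, self-degrading MDM2 E3–luciferase fusion; Amount: 2000 cells in each well; Medium: DMEM; Schedule: 4 h settle plus 2 h compound, 37 °C; Technique: SteadyLite luciferase luminescence after 15 min room-temperature reagent incubation; Benchmarks: plate control and blank wells.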
p47phox inh = p47phox/p22phox peptide binding inhibitors, primary screen, biochemical, uHTS, NADPH oxidase regulatory subunit. Neutrophil cytosol factor 1 (Homo sapiens), P14598. fluorescence polarization, 2 h. inhibition, % at 24.7 µM. 0.53% of 220,000 active. AID 1274, 2008;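 active = inhibition above about 30%, limit read from the data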;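 note: 0% = p47phox with labelled peptide and 100% = labelled peptide alone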
Target sequence (P14598 whole entry, looked up): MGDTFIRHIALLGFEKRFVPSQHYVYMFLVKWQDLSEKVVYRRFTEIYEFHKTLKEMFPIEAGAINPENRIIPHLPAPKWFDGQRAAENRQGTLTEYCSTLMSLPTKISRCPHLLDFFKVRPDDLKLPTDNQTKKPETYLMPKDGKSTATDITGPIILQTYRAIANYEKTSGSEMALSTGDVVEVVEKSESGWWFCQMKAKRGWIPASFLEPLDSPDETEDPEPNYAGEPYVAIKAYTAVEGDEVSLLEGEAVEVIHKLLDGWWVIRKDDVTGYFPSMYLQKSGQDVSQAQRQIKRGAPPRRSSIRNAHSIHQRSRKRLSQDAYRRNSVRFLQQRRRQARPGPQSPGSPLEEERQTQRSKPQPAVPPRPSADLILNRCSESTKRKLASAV
Runt-SMMHC FRET = inhibitors of RUNX1 Runt–CBFb-SMMHC binding, primary screen, biochemical, FRET, Cerulean-Runt, Venus-CBFb-SMMHC, uHTS | 0.74% of 220,000 active | Runt-related transcription factor 1 (Homo sapiens) + Core-binding factor subunit beta … | AID 1434, 2008 | Cerulean-Runt/Venus-CBFb-SMMHC FRET ratio 530/480, 1 h | inhibition, % at 20 µM;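 active = mean inhibition across duplicate retests at 20 µM reaching about 50%, limit read from the data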;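 note: 0% = DMSO wells and 100% = wells with excess untagged CBFb-SMMHC; inhibitors lower the FRET ratio by blocking Runt binding to CBFb-SMMHC; some results filed as inactive read as strong as hits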
14-3-3 Bad inh = inhibitors of 14-3-3 zeta/Bad binding, primary screen, biochemical, TR-FRET, bovine 14-3-3 zeta. 14-3-3 protein zeta/delta (Bos taurus), P63103. TR-FRET 14-3-3zeta/Dy647-pBad peptide displacement, 1 h. inhibition, % at 21.7 µM. 0.71% of 220,000 active. AID 781, 2007;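 active = inhibition above about 70%, limit read from the data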;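 note: 0% = full 14-3-3 plus peptide FRET controls and 100% = background without 14-3-3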
Active calls of the source: *; . = not tested or not shown; [ ] = another dose, or the depositor's remark.

SMILES	Tb hexokinase	zVAD death inh	EBV gp42 inh	Runt-CBFb FRET	Hck-Nef inh	MDM2 E3 inh	p47phox inh	Runt-SMMHC FRET	14-3-3 Bad inh
CC(NC(=O)CSC(=S)N(C)C)C12CC3CC(CC(C3)C1)C2 (configuration not stated)	-11	0.6	-9	-1	3	-11	-11	3	1
CC(=O)OC(C(=O)NC1CCCCC1)c1ccccc1Cl (configuration not stated)	3	16	-13	3	14	2	-13	1	-10
OCC(C#CCN1CCCCC1)NCc1ccccc1 (configuration not stated)	2	2.4	-24	0	1	-16	-16	-2	-12
O=c1cc(Nc2ccc3c(c2)OCO3)[nH]c(=O)n1-c1ccc(Br)cc1	-8	0.4	-6	5	9	-8	-3	10	3[fluorescence artefact?]
CC(Nc1ccccc1)c1cccnc1 (configuration not stated)	6	1.4	8	2	20	-13	-2	3	-17
COc1ccccc1N1CCN(C(=O)Cn2nc(C(F)(F)F)c3c2CCC3)CC1	-6	0.3	-14	-2	8	-14	-9	-1	7
COc1ccc(-c2nc3c4ccccc4[nH]c(=O)n3n2)cc1	-6	-0.9	6	0	3	-15	-8	3	11
CC(=O)N(Cc1cccs1)C1CCOC(C)(C)C1 (configuration not stated)	2	0.0	-4	1	0	-7	-1	-4	-8
CC1=C(C(=O)OCCOc2ccccc2)C(c2coc3ccccc3c2=O)C2=C(CCCC2=O)N1 (configuration not stated)	-3	0.9	0	-66	12	11	-9	-124	-7
COc1ccc(OC)c(Nc2ncnc3c2cnn3-c2cccc(C)c2)c1	-5	.	-2	-2	-7	-14	-11	-4	-13
CN(c1ccccc1)S(=O)(=O)c1ccc(NC(=O)C2CCCCC2C(=O)O)cc1 (configuration not stated)	-1	0.4	-17	-1	0	-8	2	1	7
CCCCc1ccc(NC(=O)CN2NS(=O)(=O)c3ccccc3C2=O)cc1	1	0.1	9	0	0	.	-9	-1	-8[fluorescence artefact?]
COc1ccc(NC(=O)N2CCC(n3nnc4cc(C)ccc43)CC2)cc1	4	0.3	-13	-2	6	.	0	0	-4
Cc1cc(=O)oc2cc(OCC(=O)OCC(=O)N(C)C3CCS(=O)(=O)C3)ccc12 (configuration not stated)	-24	-0.2	-12	1	8	0	3	-7	7
COc1ccc(C(CC(=O)N2CCCCC2)C(C)C)cc1 (configuration not stated)	-6	0.7	-6	1	8	-14	3	-2	-2
Cc1ccc(C(=O)Nc2cc(C)c(OCC(=O)N3CCOCC3)c(C)c2)cc1	-1	0.2	-14	1	-1	-37	-6	0	3
CCc1cccc2c(C(=S)N3CCCC3)c[nH]c12	-1	0.6	-31	.	18	-3	-16	.	-12
CC(C)c1ccc(Nc2cnn(C34CC5CC(CC(CC(=O)O)(C5)C3)C4)c(=O)c2Cl)cc1	-20	0.3	-3	1	2	-5	-12	0	2
O=C(O)CC1(CC(=O)NCc2csc(-c3cccs3)n2)CCCCC1	-3	0.9	-18	2	8	-2	7	0	1
CC(C)[C@H](NC(=O)NC1CCCc2ccccc21)C(=O)O (some centres not stated)	5	0.1	-9	-2	1	7	1	2	9
Nc1nc(SCc2ccc(Cl)cc2)ns1	6	1.5	-12	-1	0	-2	-9	1	14
Clc1ccccc1CN(Cc1ccccc1)c1ncnc2nc[nH]c12	3	-0.4	3	-2	-1	0	-24	3	34
CN(C)C(=O)NC(Nc1ccc(Cl)cc1Cl)C(Cl)(Cl)Cl (configuration not stated)	0	-0.1	1	0	0	-4	0	0	3
CC(=O)Nc1ccc(C(O)(C(F)(F)F)C(F)(F)F)cc1	2	6.0	-30	-1	23	-4	-14	3	-8
COc1ccc2[nH]cc(CCNS(=O)(=O)c3ccc(C)cc3)c2c1	3	-0.1	2	-1	-5	2	-53	-5	-7
COC(=O)CSC1=C(C#N)C(c2ccc(F)cc2)CC(=O)N1 (configuration not stated)	-7	0.6	1	1	4	-13	-5	1	6[fluorescence artefact?]
Cc1nnc(N2C(=O)C(O)=C(C(=O)c3ccco3)C2c2cccc3ccccc23)s1 (configuration not stated)	-23	0.3	41	-2	6	-4	-24	-12	29
CC1(C)NC(=O)N(CCCCOc2ccc3ccccc3c2Cl)C1=O	-12	1.6	-2	0	0	16	-15	-7	-1
CCOC(=O)CSc1nc2ccccc2c(=O)n1C1CCCC1	1	0.8	-4	-1	5	-9	-12	-2	2
Cc1cccc(NC(=O)c2ccc(S(=O)(=O)C(F)F)cc2)c1C	0	0.6	-32	1	0	.	-16	0	3

Compound profiles, from the list above:
COc1ccc2[nH]cc(CCNS(=O)(=O)c3ccc(C)cc3)c2c1 as listed: Tb hexokinase: 3; zVAD death inh: -0.1; EBV gp42 inh: 2; Runt-CBFb FRET: -1; Hck-Nef inh: -5; MDM2 E3 inh: 2; p47phox inh: -53; Runt-SMMHC FRET: -5; 14-3-3 Bad inh: -7
CC(=O)Nc1ccc(C(O)(C(F)(F)F)C(F)(F)F)cc1 as listed: Tb hexokinase: 2; zVAD death inh: 6.0; EBV gp42 inh: -30; Runt-CBFb FRET: -1; Hck-Nef inh: 23; MDM2 E3 inh: -4; p47phox inh: -14; Runt-SMMHC FRET: 3; 14-3-3 Bad inh: -8

Additional structures follow.
SMILES	Tb hexokinase	zVAD death inh	EBV gp42 inh	Runt-CBFb FRET	Hck-Nef inh	MDM2 E3 inh	p47phox inh	Runt-SMMHC FRET	14-3-3 Bad inh
CCOc1ccc(S(=O)(=O)N(C)CCO)cc1-c1nc2c(C(C)(C)C)nn(C)c2c(=O)[nH]1	-4	0.1	-12	-1	1	-19	3	-2	-3
COC(=O)[C@H](C)NC(=O)Nc1ccc(OC(F)(F)F)cc1	5	-0.3	-19	4	-1	-7	-12	2	5
CN(C)c1ccc(/C=N/NC(=O)c2sccc2-n2cccc2)cc1	-41	26	-7	-14	12	-15	-12	-47	-11
CCCCOC(=O)C(C#N)c1nc2ccccc2nc1N1CCOCC1 (configuration not stated)	5	-0.4	-5	-11	2	-1	-22	-15	8
CN(CC(=O)Nc1ccc(S(N)(=O)=O)cc1)Cc1ccccc1F	0	2.2	-22	2	21	6	-7	-1	-12
COc1ccc(S(=O)(=O)c2nnn(-c3ccccc3Cl)c2N)cc1	-2	2.1	-5	-2	-17	-6	-3	0	-6
Cc1cc(C)c(OCCN(C)Cc2ccccc2)c(Br)c1	14	-0.6	9	-1	-16	19	-10	0	6
O=C(N/N=C(\c1ccccc1)c1cccnc1)C(O)(c1ccccc1)c1ccccc1	-3	0.2	-3	1	-1	-5	2	0	-8
CN(NS(=O)(=O)c1ccc(F)cc1)c1ncc(C(F)(F)F)cc1Cl	3	1.1	-22	-4	20	-10	-6	0	-12
CC(=O)ON1C(C)(C)CC(OC(=O)c2ccccc2)CC1(C)C	1	3.5	-12	-2	-5	-15	-12	4	7
CC(=O)NCCC(=O)N1CCc2c([nH]c3ccccc23)C1c1cccc(C)c1 (configuration not stated)	-5	0.1	-2	-3	15	13	1	-1	-6
COC(=O)c1ccc(-c2ccc(F)cc2)nc1C	6	0.8	-31	-1	9	-10	-9	-4	5
COc1ccc(C(=O)C(c2ccccc2)N2CCOCC2)cc1 (configuration not stated)	-5	-0.2	-5	0	0	.	3	-9	71*
C[C@@H](C(=O)OCn1nnc2ccccc2c1=O)N1C(=O)C2CCCCC2C1=O (some centres not stated)	-5	1.8	-16	1	27	-8	-3	3	-4
Nc1ccc(-c2nc3ccc(N)cc3s2)cc1	-102	59	-9	21	61*	.	-10	45	7
CCN(CC)C(=O)Nc1cnc2ccccc2c1	5	0.4	8	-2	0	-6	3	1	1
CCCCn1c(=O)n(CC(=O)Nc2c(CC)cccc2CC)c(=O)c2c1nc(CO)n2CCC	-1	0.2	-8	-4	0	-8	-3	3	-2
CN(CC(=O)NCc1ccc(Cl)cc1)S(=O)(=O)c1cccc2nsnc12	-11	0.1	-27	-4	-1	-12	0	-4	-7
COc1ccc(NC(=S)N/N=C2\CC(C)(C)Oc3ccc(O)cc32)cc1	-13	-0.2	-20	1	1	-16	-10	5	10
Cc1ccc(NC(=O)C2=C(O)c3ccccc3N(C)S2(=O)=O)cc1	-6	-0.2	-17	2	1	-14	-7	1	52
Cc1cc(C)n(-c2nnc3c4ccccc4n(C)c3n2)n1	-32	-0.6	-11	3	23	-21	-14	5	-5
CNc1ccc(Br)cc(C(=O)/C=C/c2ccc(OC)cc2OC)c1=O	-13	1.7	8	-6	20	2	-18	-28	-12[fluorescence artefact?]
Cc1ccc(-n2c(O)c(/C=C3/C(c4ccccc4)=Nc4ccccc43)c(=O)[nH]c2=O)cc1	1	0.5	26	-6	2	-14	-107	-25	-40
S=C(NCc1ccccn1)Nc1ccc(Cl)c(Cl)c1	-1	0.2	-17	-3	0	-28	-10	-6	4
Cn1c(=O)c2c(ncn2CC(=O)N/N=C/c2ccco2)n(C)c1=O	2	0.0	-26	4	0	-2	-21	1	6
Cc1ccccc1C(=O)NNC(=O)CSc1nc2ccccc2c(=O)[nH]1	-8	-0.2	-1	1	6	-13	-8	1	10
